Screens deposited in PubChem BioAssay by several laboratories.
PMI act hi M6P = human PMI activators, high substrate, primary screen, biochemical, fluorescence intensity, near-saturating mannose 6-phosphate. AID 1216, 2008. activation factor at 20 µM. 190,000 compounds, 0.34% hits. Mannose-6-phosphate isomerase (Homo sapiens), P34949. coupled PMI enzyme assay, resazurin fluorescence, 20 min; stronger effect = higher value; 1 = untreated enzyme, 0 = substrate-free blank;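 active means activation factor of 2 or more at 20 µM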
Target sequence (P34949 whole entry, looked up): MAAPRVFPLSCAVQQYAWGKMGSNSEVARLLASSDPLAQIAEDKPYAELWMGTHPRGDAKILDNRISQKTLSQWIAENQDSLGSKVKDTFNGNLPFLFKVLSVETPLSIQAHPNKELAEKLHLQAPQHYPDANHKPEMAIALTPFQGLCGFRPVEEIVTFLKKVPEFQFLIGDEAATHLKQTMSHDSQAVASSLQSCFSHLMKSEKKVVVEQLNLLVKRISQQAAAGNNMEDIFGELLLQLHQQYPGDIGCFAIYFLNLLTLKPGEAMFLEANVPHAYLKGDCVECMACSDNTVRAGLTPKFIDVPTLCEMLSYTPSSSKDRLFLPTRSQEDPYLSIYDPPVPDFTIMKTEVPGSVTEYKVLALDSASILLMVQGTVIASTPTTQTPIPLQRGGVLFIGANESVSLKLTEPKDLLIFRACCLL
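Test system: human phosphomannose isomerase with PGI, G6PDH, diaphorase coupling enzymes; Amount: PMI at 15 ng/mL final; Reagent: Mannose-6-phosphate 1.0 mM (near-saturating) plus 0.22 mM NADP+; Timing: 20 min, room temperature; Technique: resorufin fluorescence at Ex 544/Em 590 nm; Dosing: 20 µM single dose.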
TNAP inh noacc = human TNAP enzyme inhibitors, primary screen, biochemical, luminescent, no phosphate acceptor, uHTS | Alkaline phosphatase, tissue-nonspecific isozyme (Homo sapiens), P05186 | purified TNAP, CDP-star luminescence, 30 min | inhibition, % at 20 µM | 200,000 compounds, 0.26% hits;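 active means tissue-nonspecific alkaline phosphatase inhibition above about 50% at 20 µM in the single-dose screen, limit read from the data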;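 further: 0% = DMSO negative control and 100% = EDTA positive control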
Target sequence (P05186 whole entry, looked up): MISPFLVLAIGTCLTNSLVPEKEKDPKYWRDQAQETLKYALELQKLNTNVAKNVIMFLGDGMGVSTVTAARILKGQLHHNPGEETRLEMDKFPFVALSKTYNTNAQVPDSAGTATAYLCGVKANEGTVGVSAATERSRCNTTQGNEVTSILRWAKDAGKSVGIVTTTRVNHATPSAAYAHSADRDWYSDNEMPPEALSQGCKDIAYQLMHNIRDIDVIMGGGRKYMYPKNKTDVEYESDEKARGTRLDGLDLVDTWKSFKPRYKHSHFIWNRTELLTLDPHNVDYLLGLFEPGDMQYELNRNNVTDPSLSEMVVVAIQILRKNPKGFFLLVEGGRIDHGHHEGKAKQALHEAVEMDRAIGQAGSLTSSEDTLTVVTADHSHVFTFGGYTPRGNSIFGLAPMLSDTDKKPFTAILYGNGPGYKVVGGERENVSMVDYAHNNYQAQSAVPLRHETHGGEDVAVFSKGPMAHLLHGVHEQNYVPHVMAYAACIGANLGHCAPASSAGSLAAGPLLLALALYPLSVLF
FLuc act counter = FLuc activators, initial screening, artefact control for FLuc-dependent activation tests, biochemical, ATPlite luminescence; ATPlite luciferase biochemical, 10 min; 0 = ATP-free wells, 1 = DMSO control; 200,000 tested, under 10 active; Luciferin 4-monooxygenase (Photinus pyralis), P08659; activation factor at 10 µM;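 active means luciferase activation factor, scaled between plate controls, of at least 2 with compound at 10 µM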
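Assay system: Luciferase/luciferin detection reagent, cell-free biochemical luciferase assay / Read-out: luciferase activation / Benchmarks: No-ATP low control, compound-free enzyme-plus-ATP high control / Medium: PBS buffer for ATP / Detection: luminescence measurement of luciferase light output / Schedule: 10 min at ambient temperature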
bIAP activator = bovine intestinal alkaline phosphatase activators, primary screen, biochemical, bovine IAP, CDP-star luminescence. alkaline phosphatase, intestinal [Bos taurus]. purified bovine IAP, 30 min; stronger effect = higher value; fold of DMSO-control signal, blank-subtracted. activation factor at 20 µM. 200,000 compounds, 0.17% hits;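 active means activation factor of 2 or more at 20 µM, a signal rise over negative controls twice the positive control's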
NF-kB neuron act = activators of NF-kB expression in neurons, primary screen, cell-based, HTS; human neuronal cells, NF-kB reporter expression; stronger effect = higher value; fold change at 12.5 µM; 190,000 compounds, 1.6% hits; in the data active means fold change above about 3.3
TNAP inh hiacc = human TNAP enzyme inhibitors, primary screen, biochemical, luminescent, high phosphate acceptor level, uHTS | Alkaline phosphatase, tissue-nonspecific isozyme (Homo sapiens), P05186 | purified TNAP, CDP-star luminescence, 1 M DEA | inhibition, % at 20 µM | 200,000 compounds, 0.03% hits;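 active means over 50% inhibition of tissue-nonspecific alkaline phosphatase at 20 µM in the single-dose screen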;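 further: plate controls were DMSO wells for no effect and EDTA-quenched wells as full inhibition for full effect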
FLuc inhib CS = firefly luciferase enzyme inhibitors, primary screen, artefact control for luciferase-based inhibitor screens, biochemical, luminescence, ATPLite. 200,000 compounds, 1.5% hits. inhibition, % at 10 µM. 10 min;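 active means inhibition above about 50% when tested at 10 µM, limit read from the data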
APP 5'UTR act = activators of APP 5'UTR luciferase reporter, primary screen, SH-SY5Y cells; SH-SY5Y APP 5'UTR luciferase reporter, luminescence; zero percent = DMSO vehicle wells; activation, % at 2 µM; 190,000 compounds, 1% hits;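 active means activation above a set limit, based on mean plus 3 SD of controls, cut at about 140% in these data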; further: values of inactives mirror those of a sister screen read the other way
TNAP act hiacc = TNAP activators at high phosphate acceptor level, primary screen, biochemical, luminescence, uHTS. activation factor at 20 µM. AID 1136, 2008. purified TNAP, CDP-star luminescence, 1 M DEA, 30 min; stronger effect = higher value; 0 = EDTA background, 1 = DMSO-only activity. 200,000 tested, under 10 active;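 active means activation factor at least 2 at 20 µM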
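Assay system: human TNAP; Input: enzyme diluted 1/800 final; Reagent: CDP-star luminogenic substrate at 100 µM final; Timing: 30 min, room temperature; Signal: luminescence; Evaluation: TNAP activation factor scaled between EDTA and DMSO control wells.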
PMI activator = activators of human PMI, primary screen, biochemical, fluorescence intensity, near-Km mannose 6-phosphate; AID 1214, 2008; activation factor at 20 µM; Mannose-6-phosphate isomerase (Homo sapiens), P34949; 190,000 compounds, 0.005% hits; purified human PMI, coupled resazurin fluorescence, 20 min; stronger effect = higher value; 1 = vehicle control, 0 substrate-free wells;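 active means activation factor of 2 or more at 20 µM, relative to plate controls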
The depositor's hits bear a star.

SMILES	PMI act hi M6P	TNAP inh noacc	FLuc act counter	bIAP activator	NF-kB neuron act	TNAP inh hiacc	FLuc inhib CS	APP 5'UTR act	TNAP act hiacc	PMI activator
COc1ccc(OC2C(=O)N(Cc3ccc(F)cc3)C2c2cc(OC)c(OC)c(OC)c2)cc1 (configuration not stated)	0.9	-4	1	1	0.8	2	2	-10	1	0.8
CCOCCCNC(=O)c1ccc2c(=O)n(Cc3ccc4c(c3)OCO4)c(=S)[nH]c2c1	1	-14	1	1.2	0.97	-6	-3	17	1.1	1
COc1ccc(/C=C\C(=O)CC(O)(c2ccccc2)C(F)(F)F)cc1 (configuration not stated)	1	-15	1	0.7	1.2	-4	-4	-9	1	0.9
CCCS(=O)(=O)c1c(S(=O)(=O)CCC)c2c(N)cccn2c1C(=O)c1ccc(Br)cc1	1	-5	1.1	1	0.78	-2	-8	-2	1	1.4
CCOC(=O)C(NC(=O)c1cccc(Cl)c1)(Nc1nnc(C)s1)C(F)(F)F (configuration not stated)	1.1	-9	1.1	0.9	0.85	-6	-10	1	1.1	1.1
CCCOc1c(Br)cc(/C=N/O)cc1OC	0.8	-2	1	1	1.1	0	0	11	1	0.8
c1ccc(CSc2nnc3c(n2)OC(c2ccco2)Nc2ccccc2-3)cc1 (configuration not stated)	1.2	-1	1	1	1.3	-3	-4	18	1	0.9
CCc1ccc2nc(N3CCN(C)CC3)c(C#N)cc2c1	0.9	-5	1	1.1	1.4	-3	-2	12	1	1
COc1ccc2nc(N3CCCCC3)c(C#N)cc2c1	0.7	-36	0.6	1	2	-5	36	65	1	1.1
O=C(COc1ccc(Br)cc1)Nc1ccccc1N1CCCC1	1.2	-2	1.1	1	1	-4	-10	6	1	1.1
Cc1c([N+](=O)[O-])ccc(S(=O)(=O)N2CCC(C(N)=O)CC2)c1C	0.9	-8	1	1.6	1	-5	-5	5	1.1	0.9
O=C(COc1ccccc1)N/N=C/c1cc2c(cc1[N+](=O)[O-])OCO2	1.9	-16	1	0.9	1.2	2	-4	-8	1	1.6
COc1ccc(OC)c(C2=Nn3c(nnc3-c3ccco3)SC2)c1	1	-8	1	0.9	3.1	2	-1	-9	1	1.1
COc1ccc2nc(NC(=O)c3ccc(-c4cccc([N+](=O)[O-])c4)o3)sc2c1	1.1	1	1	0.8	0.94	2	1	20	1	0.9
COc1ccc(CCNC(=O)Cn2cccc2C(=O)c2ccccc2C)cc1OC	1	-6	1.1	0.8	1	0	-6	-2	1	0.9
CSc1ccccc1C(=O)NCC1CCCO1 (configuration not stated)	1.1	1	1.1	1	1.1	-5	-6	-9	1.1	1
Cc1cc(C)n(-c2ccc(C(=O)OCn3nnc4ccccc4c3=O)cc2)n1	0.9	-3	1	0.9	0.94	-2	-2	-11	1	1.1
Cc1nc(CSc2nc3[nH]ncc3c(=O)n2-c2ccccc2)cs1	0.9	-10	1.1	1.1	0.87	-4	-7	-23	1	0.9
Cc1cc(C(=O)C(=O)O)c(C)n1-c1ccc(Cl)cc1	1.3	-11	1	1	1.1	-7	-4	12	1.1	1.3
CC(=O)CCc1c(C)[nH]c2ccc(NC(C)=O)cc2c1=O	0.9	-12	1	1	1.1	-6	-3	-7	1.1	0.9
C1CCC2(CC1)C1=C(CCCC1)Nc1nnnn12	0.9	10	1	0.8	1.4	-4	-5	9	1	1
O=C(O)CCC(=O)N1CCc2cc(S(=O)(=O)N3CCCCC3)ccc21	1	-7	1.1	1	0.96	2	-7	-13	1	0.9
COc1cc2c3c(c1)-c1c(sn(-c4cc(OC)ccc4OC)c1=S)C(C)(C)N3C(=O)C2=O	1	8	1.1	1	2.2	8	-5	13	0.9	1
NCCCSC1=NCCCN1	1	4	1	0	1.2	2	-3	15	1	1
CCCOC(=O)CSC1=C(C#N)C(c2ccc3c(c2)OCO3)CC(=O)N1 (configuration not stated)	0.9	-10	1.1	0.8	1.2	-9	-8	-2	1.1	1.1
CCN(CC)CCN(C(=O)c1ccc([N+](=O)[O-])cc1)c1nc2ccc(OC)cc2s1	1.1	-12	1.1	0.9	1.1	1	-6	7	1	1
CCOc1cccc2sc(N(CCCN(C)C)C(=O)c3ccc(S(=O)(=O)N(C)c4ccccc4)cc3)nc12	1	-10	1.1	0.9	0.79	-4	-6	20	1	1.1
CCOC(=O)c1cc2c(=O)n3ccccc3nc2n(Cc2ccco2)c1=NC(=O)c1ccccc1OC	1	-2	1	1.2	1.1	0	-2	-8	1	1.2
CCO[C@H]1OC(C(=O)N2CCCCCCC2)=C[C@@H](c2csc3ccccc23)[C@@H]1CCCO	0.9	0	1	1	0.84	-10	-4	11	1.1	0.9
O=C(COC(=O)/C=C/c1ccccc1[N+](=O)[O-])NC1CCS(=O)(=O)C1 (configuration not stated)	0.9	3	1.1	1.1	0.95	-4	-11	0	1	1
COc1cc(/C=C2/SC(=Nc3ccc(O)cc3)NC2=O)cc(OC)c1O	0.8	26	1	0.9	0.92	34	3	0	0.7	1
COc1cc(/C=N\NC(=O)c2sc(N)nc2C)cc(OC)c1OC	1.1	0	0.9	1	0.78	-3	13	3	1	1.1
Cc1onc(-c2ccccc2)c1C(=O)NNC(=S)NC(=O)/C=C/c1cccs1	1.1	-40	1.1	0.8	0.89	3	-5	-1	1	0.9
CCc1ccc(C2C3=C(CC(C)(C)CC3=O)Nc3c2c(=O)[nH]c2nc(C)nn32)cc1 (configuration not stated)	1.1	6	1.1	1.3	0.34	-2	-6	30	1	1.1
COC(=O)c1ccccc1NC(=O)Nc1ncccc1C	1	-4	1	1	1.5	-3	-4	4	1	0.9
O=C(COc1ccccc1F)Nc1ccc(S(=O)(=O)NCc2ccco2)cc1	0.9	-6	1.1	0.7	1.3	-9	-9	12	1.1	0.9
COc1ccc(C(=O)Nc2ccc(N3CCN(Cc4ccccc4)CC3)cc2)cc1	1.1	1	1.1	1	1.1	-4	-6	16	1	1.1
CCOCCCn1c(SCC(=O)Nc2cc(C(C)(C)C)nn2-c2ccccc2)nc2ccccc2c1=O	0.9	-10	1.1	0.9	1	-1	-5	-14	1	0.9
CCCc1ccc(-c2ccc(/C=C/C(=O)O)cc2)nc1	1.1	-16	0.1	1	3.1	0	86*	-46	1	1
CCCc1nnc(NC(=O)CCC(=O)NCCc2ccc(OC)c(OC)c2)s1	1	5	0.9	0.8	1	-2	7	-73	1	0.9
COC(=O)CNC(=O)C12CC3CC(C1)CC(c1ccc(C)cc1)(C3)C2	0.9	-2	1.1	1	1.1	-1	-6	16	1	0.9
COc1ccc(S(=O)(=O)NC(CC(=O)NCC2CCCO2)c2ccco2)cc1 (configuration not stated)	0.9	-12	1	1.1	1.8	-2	-1	-2	1	0.9
COC(=O)Cc1cc(=O)[nH]c(Nc2nc3ccccc3o2)n1	0.8	75*	0.9	1.3	1.4	-4	12	-20	1	0.8
CCN(c1cccc(C)c1)c1ncnc2nc[nH]c12	0.9	-5	1	1.1	1.2	-1	0	-1	1	0.9
CCOc1ccc(NC2=NCC(=O)N2Cc2cccs2)cc1	1.2	-1	1	0.9	1.3	-8	-3	1	1.1	1.2
Cc1ccc(C(=O)COC(=O)CN2C(=O)C3C4CCC(C4)C3C2=O)cc1[N+](=O)[O-] (configuration not stated)	1.1	-6	1	0.9	0.94	-1	-3	7	1	1
Cc1ccc(C(=O)Nc2ccc3c4c(cccc24)CC3)cc1[N+](=O)[O-]	0.9	-5	1	0.8	1	3	-4	-3	1	0.8
CC(=O)c1ccc(N2CCN(C(=O)Nc3ccc(C(C)C)cc3)CC2)cc1	0.9	-5	1	0.9	0.71	3	2	-19	1	0.9
CC(NC(=O)c1cccc(Cn2cc([N+](=O)[O-])cn2)c1)c1ccc(C(C)(C)C)cc1 (configuration not stated)	1	-10	1	0.7	1.2	-5	-3	2	1.1	0.9
N/C(=N/O)C(c1ccccc1)c1ccccc1	1.1	-4	0.9	0.9	1.3	4	7	7	1	1.1
Nc1ccc2nc(SCC(=O)N3CCOCC3)sc2c1	0.6	-2	1	1	1.8	2	2	6	1	0.9
CSc1ccccc1C(=O)Nc1nc2ccccc2[nH]1	1	-63	0.8	1.1	2.1	-8	23	126	1.1	1
Cc1ccc(C)c(S(=O)(=O)N2CCN(CC(=O)Nc3cc(C)on3)CC2)c1	1	-4	1.1	1	1.2	-1	-7	14	1	1
COC(=O)C1C(=O)/C(=C/N(C)C)C(=O)CC1(C)C (configuration not stated)	1.1	-12	1.1	0.9	6.2*	-4	-5	37	1	1.1
CCOC(=O)C(C)Sc1ncc(OC)c(=O)[nH]1 (configuration not stated)	0.9	-9	1	1	1.2	3	0	10	1	0.9
O=C(Nc1cnn(Cc2ccccc2)c1)c1nc2ncccn2n1	1.1	-1	0.9	0.9	1.7	1	9	2	1	1.1
Cc1ccc(-n2nnnc2SCC(=O)Nc2ccccc2N2CCCCC2)cc1C	1	-5	1	0.6	0.77	-3	2	5	1	0.9
CC(C)OC(=O)CCCN1C(=O)c2ccc(N)cc2C1=O	1	-10	1	1	1.2	-2	-1	2	1	1
COc1cccc(CNC(=O)C2=Cc3cccc(OC)c3OC2)c1	1.1	-7	1	1	0.82	-6	-5	4	1.1	1
N=c1n(Cc2ccccc2Cl)c2ccccc2n1CC(O)c1ccco1 (configuration not stated)	1	-10	1.1	0.9	1	-7	-8	4	1.1	1
COc1cccc(C2=NOC(C(=O)Nc3ccc4c(c3)OCO4)C2)c1 (configuration not stated)	0.9	-13	1	1	1.1	-6	-3	16	1.1	1
Cc1ccc(Nc2nnc(SCn3nnc4ccccc4c3=O)s2)cc1	1.1	-7	1	0.7	1.3	-5	-1	-9	1.1	1

Structural class, the compounds so far with a CF3 group.
SMILES	PMI act hi M6P	TNAP inh noacc	FLuc act counter	bIAP activator	NF-kB neuron act	TNAP inh hiacc	FLuc inhib CS	APP 5'UTR act	TNAP act hiacc	PMI activator
COc1ccc(/C=C\C(=O)CC(O)(c2ccccc2)C(F)(F)F)cc1 (configuration not stated)	1	-15	1	0.7	1.2	-4	-4	-9	1	0.9
CCOC(=O)C(NC(=O)c1cccc(Cl)c1)(Nc1nnc(C)s1)C(F)(F)F (configuration not stated)	1.1	-9	1.1	0.9	0.85	-6	-10	1	1.1	1.1
